Source: PubChem BioAssay
VLA-4 allo ag: allosterically activates the human VLA-4 integrin | P13612 | Jurkat cells, LDV-FITC binding, flow cytometry | activation, % at 10 µM (by protocol) | 24,000 tested, under 10 active;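 active = fluorescent ligand binding to cells raised by more than 40% of the manganese-induced maximum; inconclusive = compound's own fluorescence above 85% of the ligand control signal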;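 note: 0% = ligand binding without compound and 100% = manganese-stimulated maximal binding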
Target sequence (P13612 whole entry, looked up): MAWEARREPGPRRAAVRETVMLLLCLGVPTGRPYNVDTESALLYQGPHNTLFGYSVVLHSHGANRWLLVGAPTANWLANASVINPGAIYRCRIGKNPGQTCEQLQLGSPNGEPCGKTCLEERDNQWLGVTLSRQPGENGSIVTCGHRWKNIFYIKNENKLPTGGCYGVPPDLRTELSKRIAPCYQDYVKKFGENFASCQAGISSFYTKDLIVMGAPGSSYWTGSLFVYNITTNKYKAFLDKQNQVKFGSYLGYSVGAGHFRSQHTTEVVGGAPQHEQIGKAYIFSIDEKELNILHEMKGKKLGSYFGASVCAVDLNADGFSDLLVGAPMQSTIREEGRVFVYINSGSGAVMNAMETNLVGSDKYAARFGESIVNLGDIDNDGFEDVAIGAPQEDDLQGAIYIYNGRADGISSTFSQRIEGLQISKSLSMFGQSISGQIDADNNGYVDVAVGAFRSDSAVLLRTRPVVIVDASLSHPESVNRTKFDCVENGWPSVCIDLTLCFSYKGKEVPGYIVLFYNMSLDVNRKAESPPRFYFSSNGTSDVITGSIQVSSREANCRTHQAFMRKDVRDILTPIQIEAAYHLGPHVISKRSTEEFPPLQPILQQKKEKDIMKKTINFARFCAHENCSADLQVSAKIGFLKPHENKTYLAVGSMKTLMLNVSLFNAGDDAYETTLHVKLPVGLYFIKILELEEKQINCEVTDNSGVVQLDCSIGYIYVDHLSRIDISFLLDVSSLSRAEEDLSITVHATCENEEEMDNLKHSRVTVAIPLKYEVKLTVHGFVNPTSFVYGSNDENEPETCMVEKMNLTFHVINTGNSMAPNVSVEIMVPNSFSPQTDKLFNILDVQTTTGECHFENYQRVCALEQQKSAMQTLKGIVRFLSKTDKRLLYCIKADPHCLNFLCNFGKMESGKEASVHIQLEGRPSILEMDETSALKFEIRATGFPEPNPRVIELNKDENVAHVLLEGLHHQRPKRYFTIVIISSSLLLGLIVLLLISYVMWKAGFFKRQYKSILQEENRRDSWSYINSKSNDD
VLA-4 antagonist: blocks LDV-FITC ligand binding to Mn2+-activated human VLA-4 integrin; Jurkat cells, LDV-FITC binding with Mn2+, flow cytometry; 100% = Mn2+-driven binding gain fully reversed; actives 0.2% (n = 24,000); inhibition, % at 10 µM (by protocol);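 active = inhibition above 50%; inconclusive = compound itself fluorescent, judged against control cell fluorescence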;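 note: 0% = Mn2+ stimulated cells lacking compound and 100% = ligand binding without Mn2+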
Autofluor Jurkat: counter-screen for VLA-4 integrin: compound autofluorescence in Jurkat cells. flow cytometry; hits give high values; 1 = vehicle-only cell background. fluorescence ratio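 (tested at 10 µM compound in the well)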. actives 0.61% (n = 24,000). AID 576;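 active = fluorescence ratio above 2.44, which is 1 plus 3 SD of all ratios; inconclusive = signal too bright to measure linearly, ratio around 10 or more; inactive = fluorescence ratio below 2.44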;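 note: green fluorescence of cells measured with 488 nm excitation and 530 nm emission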
LNCaP diff act: promotes differentiation of LNCaP prostate cells. flow cytometry side scatter, 4 d. actives 0.56% (n = 24,000). AID 795. side scatter shift, % at 10 µM;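 active = side scatter shift above 30%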;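 note: androgen-responsive LNCaP prostate cancer cells in charcoal-stripped serum medium; percent of cells past a gate set so DMSO wells show 10% shift; higher shift means more granular cells and more differentiation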
* = called active by the depositor; ? = inconclusive; · = no result given. This is a subset. The share of hits here may be higher or lower than overall.

Structure,VLA-4 allo ag,VLA-4 antagonist,Autofluor Jurkat,LNCaP diff act
Cc1ccc(Cl)cc1N1CCN(C(=O)C2CCN(c3nnc(-n4cccc4)s3)CC2)CC1,0,9,1,8
CCN(CC)c1ccc(NC(=O)CN2C(=O)CSc3ncccc32)c(C)c1,21,-26,0.7,9
c1ccc(CNc2ncnc3ccccc23)cc1,-2,-22,0.97,6
CCCNC(=O)c1ccccc1NC(=O)CN(c1ccccc1OCC)S(C)(=O)=O,11,-18,0.89,6
CCOC(=O)N1CCC(NC(=O)c2cn(-c3ccc(OC)cc3)c(=O)c3ccccc23)CC1,0,8,1.2,3
CCOC(=O)c1[nH]c(C)c(C(=O)Nc2ccc(Cl)cc2)c1C,2,-2,1,13
CCN(Cc1ccccc1)C(c1ccncc1)c1nnnn1C(C)(C)C (centres undefined),4,-12,0.96,6
CCC(Oc1ccccc1)C(=O)Nc1cc(C)on1 (centres undefined),-4,?,0.99,4

The listing continues:
Structure,VLA-4 allo ag,VLA-4 antagonist,Autofluor Jurkat,LNCaP diff act
CC(=O)n1nc(-c2ccco2)nc1SCc1ccccc1,4,12,0.98,11
Cn1c2c(c(=O)[nH]c1=O)C(NC(=O)c1ccco1)(C(F)(F)F)C(=O)N2 (centres undefined),2,-24,1.1,15
O=C(CN1C(=O)COc2ccccc21)Nc1ccc(F)cc1,5,4,0.94,0
O=C(NCc1ccco1)c1ccc2c(=O)n(CCC3=CCCCC3)c(=O)[nH]c2c1,-5,-25,1.1,6
CC(C)(C)NC(=O)CN(C(=O)CS(=O)CC(=O)Nc1ccc(F)cc1)c1ccc(Cl)cc1 (centres undefined),-16,-24,0.99,10
COCCn1c(C23CC4CC(CC(C4)C2)C3)n[nH]c1=S,-9,-9,1.1,2
Cc1noc(C)c1S(=O)(=O)NCCCN1CCN(Cc2ccccc2)CC1,1,3,1.1,6
CCOC(=O)c1sc(C)c2c(=O)n(CC)nnc12,2,2,1.1,8

The listing continues:
Structure,VLA-4 allo ag,VLA-4 antagonist,Autofluor Jurkat,LNCaP diff act
O=C1CC(c2ccccc2)NC(=O)N1 (centres undefined),0,-4,1.1,10
CCOc1ccccc1Nc1cc(C)nc2nc(C)nn12,?,?,1.1,2
O=C(NC1CCCCC1)c1ccc2c(=O)n(CC3CCCO3)c(=O)[nH]c2c1 (centres undefined),-4,5,1,3
Cc1ccc(-c2nnc3ccc(SCC(=O)NCc4ccco4)nn23)cc1,-2,-2,1,3
C=CCSc1nnc(Cn2c(=O)sc3ccccc32)n1C,3,5,1,3
CN(C)C(CNC(=O)NC1CCCCC1)c1cccnc1 (centres undefined),0,8,1,4
CCOC(=O)N1CCN(C(=O)c2ccc(N3C(=O)c4ccccc4C3=O)cc2)CC1,2,-5,1,5
CCOC(=O)N1CCC(Nc2c(NCCCN(CC)c3cccc(C)c3)c(=O)c2=O)CC1,?,?,1,10

Remaining list, next part
Structure,VLA-4 allo ag,VLA-4 antagonist,Autofluor Jurkat,LNCaP diff act
CCCOc1ccccc1NC(=O)c1ccc(N)cc1,-2,5,0.96,6
CC(=O)NC(C)C(=O)OCc1ccc(Cl)cc1Cl (centres undefined),0,-10,1.1,6
O=C1CCCc2c1nn(-c1ccccc1)[n+]2[O-],3,-22,1.1,8
COc1ccccc1-n1nc(C(=O)NCc2ccco2)c2ccccc2c1=O,-1,5,0.95,3
O=C(NCCN1CCCC1)c1ccc2c(=O)n(CCc3ccccc3)c(=O)[nH]c2c1,?,?,1.1,7
O=c1c2ccccc2nc2n1CCN2,-4,0,0.99,8
Cc1cc(C)n2c(SCC(=O)Nc3ccccc3)nnc2n1,-4,-7,1.1,3
Cn1c(C(=O)O)c(CC(=O)Nc2ccc(F)cc2F)c2ccccc21,4,3,1,13

Going on with the list.
Structure,VLA-4 allo ag,VLA-4 antagonist,Autofluor Jurkat,LNCaP diff act
CCNC(=O)C1CC(=O)N(Cc2ccc3c(c2)OCO3)C(=Nc2ccc(F)cc2)S1 (centres undefined),0,-5,1.1,17
CSCc1nnc(NC(=O)c2ccc(S(=O)(=O)N(CC(C)C)CC(C)C)cc2)o1,0,-11,1,18
CCn1cc(C(=O)NC2CCCCC2)c(=O)c2cc(S(=O)(=O)N(C)C)ccc21,-4,15,1.1,2
COc1ccccc1Nc1nc(C)cs1,?,?,1.5,11
CC(=O)Nc1sc2c(c1C#N)CCCCC2,3,-18,1.1,9
Clc1c(CSc2nc3ccccc3o2)nc2sccn12,-4,-17,0.92,9
COc1cc(C2/C(=C(/O)c3ccc(F)cc3)C(=O)C(=O)N2CCCC(=O)O)ccc1O (centres undefined),1,?,1,10
Cc1ccccc1CSc1nc2n(n1)C(c1cccs1)C1=C(CCCC1=O)N2 (centres undefined),?,?,1.1,1

Next section.
Structure,VLA-4 allo ag,VLA-4 antagonist,Autofluor Jurkat,LNCaP diff act
COc1cccc2[nH]c3c(N4CC(C)CC(C)C4)ncnc3c12 (centres undefined),7,14,1.1,·
CCOC(=O)c1ccc(NC(=O)C2=C(C)Nc3nc(CCCO)nn3C2c2ccc(OC)cc2)cc1 (centres undefined),-1,4,1,14
Cc1cc(C)nc(SCc2csc(N)n2)n1,-1,-10,1,4
CC(C)N(Cc1nc(-c2ccccc2)no1)C(=O)c1ccc(Cl)cc1,-5,6,1,3
CCOC(=O)C1(c2ccccc2)NC(c2ccc(N(C)C)cc2)C2C(=O)N(C)C(=O)C21 (centres undefined),1,-13,0.65,11
CCOC(=O)N1CCC(NC(=O)CS(=O)Cc2nc(-c3ccc(OC)c(OC)c3)oc2C)CC1 (centres undefined),6,-1,1,9
Cc1nc2ccc(S(=O)(=O)N(C)CC(=O)N3CCc4ccccc43)cc2s1,-8,13,1.2,7
CCN(CC(=O)Nc1ccc2c(c1)CCC2)Cc1nc2ccccc2c(=O)[nH]1,-8,5,1.1,6

Some of the entries above, reformatted.
Below each SMILES – VLA-4 allo ag	VLA-4 antagonist	Autofluor Jurkat	LNCaP diff act
CCOC(=O)C1(c2ccccc2)NC(c2ccc(N(C)C)cc2)C2C(=O)N(C)C(=O)C21 (centres undefined)
    1	-13	0.65	11
CC(C)N(Cc1nc(-c2ccccc2)no1)C(=O)c1ccc(Cl)cc1
    -5	6	1	3
Cc1cc(C)nc(SCc2csc(N)n2)n1
    -1	-10	1	4
CCOC(=O)N1CCC(NC(=O)CS(=O)Cc2nc(-c3ccc(OC)c(OC)c3)oc2C)CC1 (centres undefined)
    6	-1	1	9

Next part
Structure,VLA-4 allo ag,VLA-4 antagonist,Autofluor Jurkat,LNCaP diff act
CCc1ccc(NC(=O)N(CCCN2CCOCC2)C(C)c2cc3cccc(OC)c3o2)cc1 (centres undefined),-7,9,1.1,2
CCOc1cc(N2C(=O)CC3CS(=O)(=O)CC32)c(OCC)cc1NC(=O)c1ccccc1 (centres undefined),3,6,1,4
Cc1ccc(-c2[nH]nc3c2C(c2ccccc2OC(=O)N2CCOCC2)C(C#N)=C(N)O3)cc1 (centres undefined),-2,-4,1.1,9
CC(=O)c1ccc(NC(=O)CSc2nnc(Cc3cccn3C)n2-c2ccc(F)cc2)cc1,-2,-8,1.1,19
CCOC(=O)C(C)(C)Sc1ncnc2nc[nH]c12,3,-4,1,5
c1ccc2c(c1)CCN(c1nc3cc4c(cc3s1)OCO4)C2,1,1,0.96,10
CNC(=O)c1ccccc1NC(=O)c1c(O)c2c([nH]c1=O)CCCC2,12,-16,1,10
CCOC(=O)C1CCCN(c2ncnc3c2cnn3-c2cccc(C)c2)C1 (centres undefined),4,-16,1.1,7

(further entries)
Structure,VLA-4 allo ag,VLA-4 antagonist,Autofluor Jurkat,LNCaP diff act
O=C(CSc1nc(C2CCCCC2)n(-c2ccccc2)n1)NCCN1C(=O)CSC1=O,3,-17,1,7
COc1ccc(-n2c(Cn3c(=O)sc4ccccc43)nnc2SCC(N)=O)cc1,-4,-5,1,7
CCOc1cc(C2C3=C(CCCC3=O)N(C)C3=C2C(=O)CCC3)cc(Cl)c1O,3,-12,0.97,7
Cn1c(=O)[nH]c(=O)c2c1ncn2CCN1CCOCC1,0,-18,1,6
CCOC(=O)CSc1nnc(CNC(=O)c2ccc(S(=O)(=O)N3CCCCC3)cc2)n1C,-6,-23,1.1,13
CCOC(=O)C1CCN(C(=O)c2oc3ccc(S(=O)(=O)N4CC(C)CC(C)C4)cc3c2C)CC1 (centres undefined),-14,27,1.2,12
COc1ccc(NC(C)=O)cc1NC(=O)CN1CCN(c2ccccn2)CC1,0,-2,1,5
COc1ccccc1OCc1ccc(C(=O)NCCN(C)C)o1,1,-14,1,4

(list continues)
Structure,VLA-4 allo ag,VLA-4 antagonist,Autofluor Jurkat,LNCaP diff act
Brc1cccc(-c2nnc3sc(CN4CCCCC4)cn23)c1,4,35,1,13
C(=N\n1cncn1)/c1ccc(N2CCOCC2)cc1,8,-16,0.84,4
CCOC(=O)Nc1c(O)ccc2oc(C)c(-c3ccccc3)c12,-12,3,1.2,2
CCC(Sc1nc(C)cc(=O)[nH]1)C(=O)Nc1nc2c(s1)CCCC2 (centres undefined),8,-20,0.95,3
Fc1ccc(C(c2nnnn2Cc2ccco2)N2CCN(C3CCCCC3)CC2)cc1 (centres undefined),9,-11,1,7
COCCCN(C(=O)Nc1ccccc1)C(C)c1ccncc1 (centres undefined),-5,16,1,·
O=C(CSc1nc2ncccc2[nH]1)Nc1ccc2c(c1)OCCO2,-6,-23,0.95,3
Cc1oc2c(c1C(=O)NCc1ccccc1)CCCC2,0,-12,1.1,4

Continued.
Structure,VLA-4 allo ag,VLA-4 antagonist,Autofluor Jurkat,LNCaP diff act
COc1cc(NS(=O)(=O)c2ccc3c(c2)oc(=O)n3C)cc(OC)c1OC,8,-11,0.96,5
CCOC(=O)C1CCCN(C(=O)Cn2cccc2C(=O)c2ccccc2)C1 (centres undefined),2,-1,1.1,·
CCN(CC)c1nc(N(CC)CC)[nH]c(=O)n1,1,-3,1,5
O=C(Cn1ncc2c(=O)oc3ccccc3c21)N1CCN(C(=O)c2ccco2)CC1,-2,-16,1.1,13
CC(=O)NCCn1c(SCc2cc(=O)n3cc(Cl)ccc3n2)nc2ccccc2c1=O,8,-15,0.94,7
COc1ccc(-n2c(C)nc3cc(C(=O)N4CCOCC4)ccc32)cc1,8,-25,1,12
Cc1c(C(=O)NCc2ccco2)oc2ccc(S(=O)(=O)N3CCC4(CC3)OCCO4)cc12,2,-11,1.1,3
COc1cccc(CNC(=O)CCn2c(=O)oc3ccccc32)c1,1,8,1,10

More compounds.
Structure,VLA-4 allo ag,VLA-4 antagonist,Autofluor Jurkat,LNCaP diff act
Cc1cc(NC(=O)CSc2nccn2-c2ccc(F)cc2)no1,0,-5,1,10
CCn1c(SCC(=O)c2ccc(F)cc2)nnc1-c1ccoc1C,-5,-2,1.1,7
COc1ccc(N(CC(=O)Nc2cc(OC)ccc2OC)S(=O)(=O)c2c(C)nn(C)c2C)cc1,7,-27,0.89,7
Cn1c(SCCN2CCCCC2)nnc1-c1ccccc1Br,-2,0,0.98,9
CC1(C)CC2(CCO1)OC(=O)CC2C(=O)NCCc1ccccc1 (centres undefined),?,?,1.1,15
Cc1ccc(-n2c(SCC(=O)NCC3CCCO3)nc3n[nH]c(C)c3c2=N)cc1Cl (centres undefined),-6,2,1.1,7
CCn1nc(CC(=O)Nc2nnc(CC(=O)N3CCCCC3)s2)c2ccccc2c1=O,8,-18,0.93,9
C=CCSc1ncccc1C(=O)NCc1ccccc1,-3,-26,0.98,4

(cont.)
Structure,VLA-4 allo ag,VLA-4 antagonist,Autofluor Jurkat,LNCaP diff act
CC(=O)Nc1c(C(=O)C2CC2)oc2ccccc12,2,-8,1.1,13
CCOC(=O)N1CCN(C(=O)CSCc2nc(-c3ccccc3F)oc2C)CC1,-1,36,1.1,7
c1ccc2c(c1)[nH]c1c(N3CCC4(CC3)OCCO4)ncnc12,-10,16,1.2,7
O=C(NCc1ccco1)c1cccn2c(=O)c3sccc3nc12,0,-4,1.1,7
CCCOc1ccc2oc(=O)c3c(c2c1)CCCN3C(=O)CN1CCN(C(=O)c2ccco2)CC1,?,?,1.1,4
COCCn1c(SCC(=O)Nc2cccc(OC)c2)nnc1-c1ccccc1,-4,-15,0.99,10
CCOc1cc2[nH]c(=S)n(CCCN3CCN(C)CC3)c(=O)c2cc1OCC,-2,-3,1,3
COc1cccc(C(=O)Nc2ccc(NC(C)=O)cn2)c1,-4,-19,1,6
